Screening data from PubChem BioAssay.
TTR transcr act = TTR transcription activators in neuroblastoma reporter cells, primary screen, cell-based, luminescence, SH-SY5Y, TTR promoter Gaussia luciferase; 100% = recombinant luciferase protein wells; activation, % at 16.7 µM; hit rate 1.3% among 92,000;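 active means activation above the mean of all tested compounds plus 3 SD, cut at about 9.5% in these data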;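 further: cells exposed to compounds for one day before reading; 0% = median of all test compound wells on the plate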
* marks the source's active call; other numbers are inactive results; & = joins results of further samples. The list is partial; the hit share may differ from the screen's.

smiles,TTR transcr act
CCn1c(SCC(=O)Nc2cc(C)on2)nnc1-c1ccc(OC)cc1,2.1
Cc1nnc(C)c2c(C)n(N)c(C)c12,2.5
Cc1nc2c(C(=O)N3CCCC3)cnn2c(C)c1Cc1c(F)cccc1Cl,0.7
C#CCNC(=O)C[C@H]1C(=O)N(CCCOC)C2=CCCCC[C@]21C(=O)OC,0.3
CC(C)CNC(=O)OCc1cn(Cc2cccc(F)c2F)nn1,2.1
O=[N+]([O-])c1nn(-c2ccc3c(c2)OCCO3)n(O)c1=NC1CCCCCC1,-1.2
O=C(Nc1ccc(F)cc1F)Nc1ccc(F)cc1F,-3.8
CC(NC(=O)/C=C/c1ccc(Br)cc1)c1ccc(Cl)cc1 (stereo not drawn),2.2
NC(=O)c1ccc(NC(=O)CCc2nc3ccccc3s2)cc1,2.2
O=CN1CCN(S(=O)(=O)c2ccc(Cl)c(C(=O)O)c2)CC1,-1.6
CC(C)NC(=O)CSc1nnc(CNC(=O)OC(C)(C)C)n1C,-0.4
CC(=O)N(CCC1(C(C)C)CCOC(C)(C)C1)Cc1ccco1 (stereo not drawn),6.5
CCCCN(CC(=O)NC(C)(C)C)C(=O)C(=O)Nc1ccc2c(c1)OCCO2,2.0
CCn1cc(S(=O)(=O)Nc2ccc3c(c2)OCCO3)cn1,1.6
Cc1ccc(C(=O)CCC(=O)Nc2cc(C)ccn2)cc1,1.3
CC[C@@]1(C(=O)OC)N[C@H](CN(C)C(=O)Nc2ccc(C)cc2)[C@@H]2C(=O)N(Cc3ccccc3)C(=O)[C@@H]21,3.0
Cc1cc(C)c(C#N)c(Cl)n1,0.3
N#C/C(=C\c1c(F)cccc1Cl)c1nn(-c2ccccc2)c(-n2cccc2)c1C#N,-1.3
Cc1ccc(OCCCC(=O)NC(C)c2ccccc2)cc1 (stereo not drawn),-4.1
CCC(C)C(=O)N1CCCC(c2nc(-c3cccs3)no2)C1 (stereo not drawn),-0.5
Cc1cnn(-c2cc(Oc3ccccc3)ncn2)c1,0.5
COc1ccc(C2(NC(C)=O)CCN(C(=O)c3cccs3)CC2)cc1,-2.6
CCOC(=O)C1=C(CC)Nc2ccccc2N=C1NC(=O)c1ccc(S(=O)(=O)N(C)C)cc1,-1.2
COc1ccc(-n2cc(C(=O)c3ccccc3O)cn2)cc1,0.7
CC(Sc1nnc(-c2ccccc2F)n1C1CC1)C(=O)N1CCCC1 (stereo not drawn),-0.4

Brought forward from above: six entries; new compounds follow.
smiles,TTR transcr act
CCC(C)C(=O)N1CCCC(c2nc(-c3cccs3)no2)C1 (stereo not drawn),-0.5
Cc1cnn(-c2cc(Oc3ccccc3)ncn2)c1,0.5
COc1ccc(C2(NC(C)=O)CCN(C(=O)c3cccs3)CC2)cc1,-2.6
CCOC(=O)C1=C(CC)Nc2ccccc2N=C1NC(=O)c1ccc(S(=O)(=O)N(C)C)cc1,-1.2
COc1ccc(-n2cc(C(=O)c3ccccc3O)cn2)cc1,0.7
CC(Sc1nnc(-c2ccccc2F)n1C1CC1)C(=O)N1CCCC1 (stereo not drawn),-0.4
COCCCNC(=S)N/N=C/c1ccc2ccccc2c1,0.4
CCOc1ccc(OCC)c(NC(=O)CCNS(=O)(=O)c2cc(Br)cnc2N)c1,-0.5
O=C(/C=C/c1ccco1)N1CCCC(c2ccccc2)C1 (stereo not drawn),3.5
Cc1ccc(Sc2ncccc2NC(=O)c2ccccc2Cl)cc1,9.2
COC(=O)c1ccc(C23CC4(C2)[C@H](CN(CC2CCCCC2)[C@@H]4c2ccccc2)C3c2ccccc2)cc1 (stereo partly drawn),0.4
CCN(Cc1cc2ccccc2[nH]c1=O)C(=O)c1cccnc1,1.2
Cc1cccc(NC(=S)NCCc2ccc3c(c2)OCCO3)c1C,0.6
Nc1ncnc2c1ncn2[C@@H]1O[C@H](CNC(=O)[C@@H](N)CO)[C@@H](O)[C@H]1O,4.2
O=C(O)C1CCCN1C(=O)C12CC3CC(CC(C3)C1)C2 (stereo not drawn),4.1
CC(C(=O)N1CCc2ccccc21)N1CCN(c2cccc(C(F)(F)F)c2)CC1 (stereo not drawn),-1.4
O=C(Nc1ccc(N2CCN(C(=O)c3ccco3)CC2)cc1)C(c1ccccc1)c1ccccc1,-4.4
Cn1cnc([N+](=O)[O-])c1SCC(O)CN1CCCCC1 (stereo not drawn),-0.5
CC(/C=N\Nc1nnc2c(n1)[nH]c1c(C)cccc12)=C\c1ccco1,-4.3
CN(C)CCCN1C(=O)CSC1c1ccccc1 (stereo not drawn),-0.7
Cc1cc(Cl)ccc1OCC(=O)N(Cc1ccco1)C1CCS(=O)(=O)C1 (stereo not drawn),0.4
C/C(CC(=O)N1CCN(C=O)CC1)=N\NC(=O)c1ccc([N+](=O)[O-])cc1,0.0
COc1ccccc1-c1csc(Nc2ccc(Oc3ccccc3)cc2)n1,-1.3
CSc1ncccc1C(=O)OCC(=O)NCc1ccc2c(c1)OCO2,-1.0
Cc1noc(C)c1S(=O)(=O)NC(=O)C1(C)CCN1C(=O)Cc1ccc(-c2ccccc2)cc1 (stereo not drawn),-3.9
CCOC(=O)Cc1nnc(NC(=O)c2ccco2)s1,1.7
Cc1ccc(NC(=O)C(=O)Nc2ccccn2)cc1,2.5
CCOc1cc(CCNC(=O)c2cc(-c3ccccc3)c(N3CCOCC3)s2)ccc1OC,-1.8
CN(CC(=O)Nc1ccc(F)cc1)C(=O)COC(=O)c1cc(Br)c(Br)s1,0.8
Cc1ccc(C(C(=O)NCc2ccco2)N(C(=O)CNC(=O)c2cccs2)c2ccc(C)cc2C)cc1 (stereo not drawn),-1.4
O=C1CNC(=S)N1CCc1ccc(Cl)cc1,1.8
Oc1ccc[n+](/C=C\c2ccccc2)c1,4.0
Cc1ccc(OCc2nc3ccccc3n2C(C(=O)NC(C)(C)C)c2ccccc2)cc1 (stereo not drawn),-0.1
COC(CNC(=O)c1ccc2c3c(onc13)-c1ccccc1C2=O)OC,-1.8
CC[N+]1(CC)CC2=Cc3ccccc3CC2C1 (stereo not drawn),-0.3
OCC1(CC2CCCCO2)CCN(Cc2nc3ccccc3[nH]2)CC1 (stereo not drawn),4.5
COC(=O)[C@H](Cc1ccccc1)NC(=O)N1CCN(c2ccc(F)cc2)CC1,4.5
Cc1ccc(NC2=C(Cl)C(=O)OC2OC(C)C)cc1 (stereo not drawn),-1.7
c1ccc(Oc2nc3ccccc3n3cccc23)cc1,-1.2
COc1ccc(NC(=O)Nc2ccc(Br)cn2)cc1OC,-3.6
O=C(/C=C/c1ccc(N2CCOCC2)cc1)c1ccccc1,3.9
CCOc1ccc(NC(=O)/C=C/c2ccccc2)c([N+](=O)[O-])c1,-1.1
CCCCNC(=O)C[C@H]1C[C@@]2(C(=O)OC)C(=C[C@H](C(C)C)O[C@@H]2C2CC2)N(Cc2cccc3ccccc23)C1=O,-1.2
COC(C[C@H](O)[C@H](C)[C@H](O)COCc1ccccc1)OC,0.5
O=C(Nc1ccc([N+](=O)[O-])cc1)N1CCCCC1,-1.2
COC(=O)c1ccc(NC(=O)c2cc[n+](Cc3ccccc3)cc2)cc1,4.7
COc1ccc2cc(CCNC(=O)c3cccc([N+](=O)[O-])c3)c(=O)[nH]c2c1,0.7
O=C(O)c1ccnc(C(=O)O)c1,-0.2
CC(=O)Nc1c(Cl)cc2c(c1Cl)Cc1cc(N)ccc1-2,-1.2
O=C(COc1ccc(S(=O)(=O)N2CCCC2)cc1Cl)NCc1ccc2c(c1)OCO2,13.5*
CC(=O)Nc1ccc(S(=O)(=O)NCC(=O)OCC(=O)N2CCc3ccccc32)cc1,-0.4
CCOC(=O)Cn1nc(C)c(NC(=O)COc2ccc(OC)cc2)c1C,-1.9
Cc1cccc(OCc2nnc(SCCC(=O)O)n2-c2ccccc2)c1,-0.5
Cc1ccc(OC(C)C(=O)N/N=C/c2ccccn2)cc1 (stereo not drawn),-1.0
Cc1cccc(-c2c(O)cc(=O)[nH]c2Cl)c1,1.4
COc1ccc(Nc2nc(C)c3ccccc3n2)cc1,4.0

Further results:
| canonical_smiles | TTR transcr act |
| --- | --- |
| Nc1ncnc2c1ncn2[C@@H]1O[C@H](CNC(=O)[C@H](N)Cc2cccnc2)[C@@H](O)[C@H]1O | 3.1 |
| Cc1cc(NS(=O)(=O)c2ccc3c(c2)CCC(=O)N3)ccc1Cl | 0.6 |
| c1ccc(CNc2nc(-c3cccs3)nc3ccccc23)nc1 | -0.5 |
| Cc1cccc(NS(=O)(=O)c2cccc(C(=O)N3CCCCCCC3)c2)c1 | 3.6 |
| CCCN(CCC)Cc1cc(=O)oc2ccc3ccccc3c12 | -0.5 |
| NC(=O)C1CCCN(C(=O)CNC(=O)C23CC4CC(CC(C4)C2)C3)C1 (stereo not drawn) | -0.5 |
| CC[C@]12c3[nH]c4ccc(Cl)cc4c3CCN1C(=O)[C@@H](CC(=O)NCCC1=CCCCC1)C[C@@H]2C(=O)N1CCN(C(=O)C2CC2)CC1 | -1.6 |
| Cc1ccc(S(=O)(=O)N2CCCCC2)cc1C(=O)N(C)CCOc1ccccc1 | -1.5 |
| Cc1cc(C(=O)N/N=C/c2ccncc2)c(C)o1 | 4.2 |
| COc1cc(C)ccc1OCc1cc(C(=O)NCc2ccncc2)no1 | 1.2 |
| COC(=O)c1ccc(CSc2nc(C(F)(F)F)c3c(c2C#N)CCC3)o1 | -1.6 |
| CC1(c2cccc(Br)c2)NC(=O)N(CC(=O)Nc2ccc(N3CCCCC3)cc2)C1=O (stereo not drawn) | -0.2 |
| Cc1ccccc1NC(=O)Cc1nnc(SCc2ccc(Cl)c(Cl)c2)n1C | -0.6 |
| Cc1ccc(/C(=N/Nc2nc3ccccc3s2)C2=C(O)c3ccccc3C2=O)cc1 | 8.6 |
| CN=c1scc(C)n1/N=C/c1ccc(O)cc1O | -6.0 |

The last 2 entries of the part above are carried over, then new ones follow.
| canonical_smiles | TTR transcr act |
| --- | --- |
| Cc1ccc(/C(=N/Nc2nc3ccccc3s2)C2=C(O)c3ccccc3C2=O)cc1 | 8.6 |
| CN=c1scc(C)n1/N=C/c1ccc(O)cc1O | -6.0 |
| Cc1ccc(-c2nnc3cccc(Cl)n23)cc1 | 0.1 |
| CCCCOC(=O)C1=C(C)Nc2ncnn2C1c1cc(OC)ccc1OC (stereo not drawn) | 0.9 |
| COc1ccc(CCNc2nc(-c3ccccn3)cs2)cc1OC | 1.6 |
| Cc1ccccc1CC(=O)N1CCC(CCC(=O)NC2CC2)CC1 | -0.3 |
| CCOc1ccc(CCNC(=O)CCC(=O)Nc2ccc3nc(N4CCN(C)CC4)cc(C)c3c2)cc1OCC | 2.7 |
| COc1cccc(N(CC(=O)Nc2ccc3c(c2)OCO3)S(=O)(=O)c2ccccc2)c1 | -0.6 |
| O=C(COC(=O)C12CC3CC(CC(C3)C1)C2)Nc1ncc(Cl)cc1Cl | -2.7 |
| O=C(Nc1ccccc1)Nc1nnc(/C=C/c2ccccc2Cl)s1 | 3.2 |
| C=CCn1c(C)cc(-c2csc(NC(=O)CCc3nc4ccccc4c(=O)[nH]3)n2)c1C | 3.1 |
| COc1ccc(S(=O)(=O)N(C)C[C@H]2Oc3ncc(C#CC4(O)CCCC4)cc3C(=O)N([C@@H](C)CO)C[C@@H]2C)cc1 | 0.6 |
| CCOC(=O)C1CCCN(C(=O)c2cccc(S(=O)(=O)N(C)c3ccc(C)cc3)c2)C1 (stereo not drawn) | -2.3 |
| CC(=O)c1cccc(OCC(O)CNCCOc2ccc(C)cc2)c1 (stereo not drawn) | 5.3 |
| CCCCc1ccc(S(=O)(=O)NC2CCS(=O)(=O)C2)cc1 (stereo not drawn) | 2.4 |
| CC(C)CCN1CCN(Cc2cccc(C(F)(F)F)c2)CC1CCO (stereo not drawn) | 4.4 |
| COc1ccc(Nc2nc3ccccc3c(=O)[nH]2)cc1 | 0.2 |

A few values from the results shown:
TTR transcr act with `CC[C@]12c3[nH]c4ccc(Cl)cc4c3CCN1C(=O)[C@@H](CC(=O)NCCC1=CCCCC1)C[C@@H]2C(=O)N1CCN(C(=O)C2CC2)CC1` : -1.6
TTR transcr act with `N#C/C(=C\c1c(F)cccc1Cl)c1nn(-c2ccccc2)c(-n2cccc2)c1C#N` : -1.3

TTR transcr act: hit marks shown above.
| canonical_smiles | TTR transcr act |
| --- | --- |
| O=C(COc1ccc(S(=O)(=O)N2CCCC2)cc1Cl)NCc1ccc2c(c1)OCO2 | 13.5* |

The listing continues.
| canonical_smiles | TTR transcr act |
| --- | --- |
| CCOC(=O)c1cnn(-c2c(Cc3ccccc3)c(C)nc3c(-c4ccccc4)c(C)nn23)c1N | 0.1 |
| CCOC(=O)c1c(C)[nH]c(C(=O)OCC(=O)N(CC(C)C)C2CCS(=O)(=O)C2)c1C (stereo not drawn) | 1.7 |
| O=C(OCC(=O)N1CCCC1=O)c1cccc([N+](=O)[O-])c1 | 0.5 |
| COc1ccc(COc2cccnc2N)cc1 | -0.3 |
| COc1ccc(C2C(C(=O)N3CCN(c4ccccn4)CC3)CCC(=O)N2c2cc(OC)c(OC)c(OC)c2)cc1 (stereo not drawn) | 2.4 |
| O=C(CN1CCN(Cc2ccc(Cl)cc2)CC1)N/N=C/c1cccs1 | -1.6 |
| Cc1cc(N/N=C/c2cccc(F)c2)nc(NCc2ccccc2)n1 | -1.5 |
| CCN(CC)Cc1cc(CCNC(=O)c2ccc(Cl)cc2)ccc1O | 0.6 |
| S=C(NCc1ccco1)N1CCN(Cc2ccc(Cl)cc2Cl)CC1 | -2.5 |
| CCOC(=O)c1cc2c(ccn2C)n1CC(=O)N1CCN(c2ccc(F)cc2)CC1 | 1.3 |
| CC(=O)N(c1ccc(C)cc1)c1nc(C)cc(C)c1C#N | 0.9 |
| Fc1ccc(N2CCN(Cc3cn[nH]c3-c3ccccc3)CC2)cc1 | 1.0 |
| O=S(=O)(Nc1c(O)ccc2ccccc12)c1ccc(F)cc1 | 4.6 |
| N#Cc1ccc(NC(=O)C2=COCCO2)cc1 | 1.7 |
| CC1=CC(C)(C)NC(=S)N1c1cccc(C)c1 | -0.6&-0.5 |
| O=C(NC1CCCCC1)C(c1ccc2ncccc2c1)N(Cc1ccc(F)cc1)C(=O)c1ccc2c(c1)OCCO2 (stereo not drawn) | -2.8 |
